Screening data as filed in PubChem.
Sm TGR inh – blocks Schistosoma mansoni thioredoxin glutathione reductase. Q962Y6. purified TGR, DTNB reduction, TNB absorbance 405 nm. Potency, µM (highest dose often 114 µM), for the others: top-dose activity change, negative = inhibition, most hits filed as inhibitors. actives 3% (n = 360,000). AID 485364; note: potency is the fitted concentration of half-maximal effect; nearly all actives have a fitted effect of over 60% in size
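TGR 20 nM + NADPH 100 uM (dispensed conc.), cpd preinc 15 min RT; start with NADPH (500 uM addition) then DTNB (15 mM addition). Kinetic TNB absorbance, 405 nm filter. Four-parameter Hill fit across titration.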
LmPK inhibitor – LmPK (Leishmania mexicana) enzyme inhibition | Q27686 | purified LmPK, Kinase-Glo ATP luminescence, 1 h | actives 0.37% (n = 290,000) | Potency, µM (titrated, usually from 57.5 µM), for inactives: at the highest dose activity change, negative = inhibition, hits mostly inhibitors; note: potency is the fitted concentration of half-maximal effect
Target sequence (Q27686 whole entry, looked up): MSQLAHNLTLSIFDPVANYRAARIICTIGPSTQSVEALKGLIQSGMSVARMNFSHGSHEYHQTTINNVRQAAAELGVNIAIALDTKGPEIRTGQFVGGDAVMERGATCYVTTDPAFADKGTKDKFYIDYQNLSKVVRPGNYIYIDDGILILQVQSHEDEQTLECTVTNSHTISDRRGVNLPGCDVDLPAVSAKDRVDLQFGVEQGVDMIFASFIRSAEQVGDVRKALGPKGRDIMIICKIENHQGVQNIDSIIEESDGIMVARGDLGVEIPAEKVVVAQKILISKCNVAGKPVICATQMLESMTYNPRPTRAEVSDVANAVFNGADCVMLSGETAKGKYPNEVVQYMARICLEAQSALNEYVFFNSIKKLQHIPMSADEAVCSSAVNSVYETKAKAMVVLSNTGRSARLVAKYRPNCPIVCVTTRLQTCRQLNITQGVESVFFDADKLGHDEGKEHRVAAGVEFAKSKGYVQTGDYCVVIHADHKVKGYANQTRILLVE
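Purified LmPK (0.1 nM) converted ADP (0.1 mM) to ATP with PEP (0.5 mM) in imidazole buffer pH 7.2 with KCl and MgCl2, 1 h at room temperature. ATP was read by Kinase-Glo luminescence; data normalized to uninhibited and no-enzyme controls.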
AMA1 RON2 block – disrupts binding of P. falciparum AMA1 to RON2 | Potency, µM (titrated, usually from 58.2 µM), for the others: at the top dose activity change, negative = inhibition, usual class: inhibitors | AlphaScreen AMA1-biotinylated RON2 peptide binding | AID 720542 | actives 0.2% (n = 360,000);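 note: potency is the fitted concentration of half-maximal effect; 0% = vehicle wells and -100% = peptide control; nearly all actives have a fitted effect of over 45% in size; some results filed as inactive show a strong effect at the top dose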
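AMA1 (3D7) with his tag at 25 nM final met compounds first, then biotinylated RON2 peptide at 25 nM; detection used donor plus acceptor beads, 10 µg/mL apiece, read by AlphaScreen after 30 min at room temperature.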
AmpC inh no detg – AmpC beta-lactamase inhibition without detergent; AID 485341; AmpC nitrocefin hydrolysis, absorbance 480 nm, 0.0001% Triton; actives 0.52% (n = 330,000); P00811; Potency, µM (top dose mostly 57.1 µM), for inactives: top-dose activity change, negative = inhibition, actives largely listed as inhibitors;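 note: potency is the fitted concentration of half-maximal effect; plate controls were no compound for no effect and no enzyme for full effect; nearly all actives have a fitted effect of over 20% in size; some results filed as inactive show a strong effect at the top dose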
Target sequence (P00811 whole entry, looked up): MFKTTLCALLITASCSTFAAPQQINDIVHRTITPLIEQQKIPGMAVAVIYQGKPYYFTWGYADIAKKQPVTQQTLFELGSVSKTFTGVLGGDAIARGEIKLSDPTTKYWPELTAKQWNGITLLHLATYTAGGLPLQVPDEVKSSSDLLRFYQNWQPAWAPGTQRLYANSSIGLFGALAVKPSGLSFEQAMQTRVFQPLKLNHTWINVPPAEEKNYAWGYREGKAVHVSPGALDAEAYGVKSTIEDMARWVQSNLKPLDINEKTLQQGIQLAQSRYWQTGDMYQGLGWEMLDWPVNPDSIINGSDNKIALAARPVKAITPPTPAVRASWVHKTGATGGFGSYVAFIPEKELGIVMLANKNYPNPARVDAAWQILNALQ
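AmpC (5.3 nM in the dispensed reagent) in 20 mM phosphate pH 7.0 with 0.01% (detergent screen) or 0.0001% Triton X-100 was preincubated with compounds for 15 min at room temperature. Nitrocefin was then added from an 800 uM solution, and hydrolysis was followed at 480 nm.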
TbPYK inhibitor – inhibitors of Trypanosoma brucei pyruvate kinase. actives 0.12% (n = 410,000). Potency, µM (doses to about 76.8 µM), without a hit: at the top dose activity, negative = inhibition, actives largely listed as inhibitors. TbPYK enzyme, Kinase-Glo Plus ATP luminescence, 45 min; note: potency is the fitted concentration of half-maximal effect; nearly all actives have a fitted effect of over 50% in size
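TbPYK + substrate in 50 mM TEA pH 7.2, 100 mM KCl, 10 mM MgCl2, 0.05% BSA, 0.01% Tween-20; cpd pinned; ADP 130 uM final; 45 min RT; Kinase-Glo Plus 10 min; luminescence endpoint.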
HCMV antiviral – human cytomegalovirus inhibition; HFF cells, HCMV-luciferase reporter, 72 h; stronger effect = lower value; activity change, negative = inhibition, % at 57.5 µM; actives 4.5% (n = 410,000); AID 1259415; in the data active = activity change below about -60%; inconclusive = no clear call, values can overlap the other calls; inactive = above about -39%
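Inhibition of viral replication was scored as loss of reporter luminescence in HFFs infected with HCMV-luciferase (MOI 1 PFU/cell) for 72 h; compounds tested at 2 doses, normalized to buffer and Salinomycin controls.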
AmpC detergent – inhibitors of E. coli AmpC beta-lactamase with detergent. AID 485294. actives 0.041% (n = 370,000). Potency, µM (top dose mostly 114 µM), without a hit: top-dose activity change, negative = inhibition, most hits filed as inhibitors. AmpC hydrolysis of nitrocefin, absorbance 480 nm, 0.01% Triton;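 note: potency is the fitted concentration of half-maximal effect; 0% = no-compound wells and -100% = no-enzyme wells; nearly all actives have a fitted effect of over 25% in size; some results filed as inactive show a strong effect at the top dose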
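AmpC (5.3 nM in the dispensed reagent) in 20 mM phosphate pH 7.0 with 0.01% (detergent screen) or 0.0001% Triton X-100 was preincubated with compounds for 15 min at room temperature. Nitrocefin was then added from an 800 uM solution, and hydrolysis was followed at 480 nm.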
An asterisk follows results filed as active; ? = inconclusive; . = no result given; & = joins results of further samples; [ ] = dose if it differs, or a comment. Unless noted, calls come from the whole dose curve; as a rule, active = well fitted curve in the direction sought with a large enough effect; inconclusive = small, poorly fitted or top-dose-only effect, or another doubt; inactive = no such curve, though single readings can be large; an effect the other way counts as inactive or inconclusive. Unless noted, % is set by controls: 0 for no effect and ±100 for the full control effect.

Results follow in this order: Sm TGR inh	LmPK inhibitor	AMA1 RON2 block	AmpC inh no detg	TbPYK inhibitor	HCMV antiviral	AmpC detergent
Cc1cc(NC(=O)C2C3C(=O)N(CC4CCCO4)C(C(=O)NCc4ccccc4)C34C=CC2(C)O4)no1 (centres undefined)
 : -1%	4%	-11%	-20%	-3%	-1	1%
Cc1cc(N2CCCC2)n2nc(C)nc2n1
 : -1%	-1%	-5%	-8%	1%	-13	-4%
COc1ccc2c(c1)OC13CCN(C)CC1C2C(C(=O)c1ccc(F)cc1)C(=O)N3 (centres undefined)
 : -24%	2%	12%	14%	-1%	38	?
COCCNC(=O)CN(C(=O)Cn1nnc2ccccc21)c1ccccc1C
 : .	0%	0%	-18%	1%	-29	0%
CN(C)C(=O)[C@H]1C[C@H]1[C@@H](O)[C@H](CO)NC(=O)[C@H](Cc1ccccc1)NC(=O)OC(C)(C)C
 : 4%	4%	-8%	-1%	-6%	-21	?
CC(C)Oc1ccc(S(=O)(=O)N2CCCCC2)cc1NC(=O)CN1C(=O)NC(C)(c2ccccc2)C1=O (centres undefined)
 : -22%	-2%	-14%	8%	-6%	-4	6%
Cc1cc(C)n2c(Br)c(CN3CCCC(C)C3)nc2n1 (centres undefined)
 : 4%	-4%	-8%	-28%	-3%	?	-2%
Cc1noc(C)c1CSc1ncnc2ccccc12
 : -13%	0%	49%[activator]	-19%	-6%	57	-9%
Oc1ccc(Cl)cc1C=Nc1ccccc1Br
 : -1%	-15%	16%	1%	-9%	3	?
O=C(COC(=O)Cc1c(F)cccc1Cl)NNC(=O)c1ccccc1
 : .	.	48%[activator]	-16%	-7%	42	.
CCCCNC(=O)CCn1c(=O)c2ccccc2n(Cc2ccccc2C)c1=O
 : -10%	1%	-7%	-38%	-3%	?	-15%
COc1ccc2c(c1)sc1ncc(C(=O)NCc3ccccc3F)c(=O)n12
 : -1%	.	.	.	-6%	9	-4%
COc1ccc(/C=C(\CC(=O)O)c2nc3ccccc3o2)cc1
 : -8%	2%	1%	-23%	1%	72	3%
Cc1oc(/N=C/c2ccc3c(c2)OCO3)c(C#N)c1C
 : 14%[11.4 µM]	10%	-2%	-23%	1%	16	-13%
COCCCNC(=O)C(C)N1c2cccc3cccc(c23)S1(=O)=O (centres undefined)
 : 1%	-2%	-5%	0%	?	24	-2%
O=C(NCCc1cccnc1)C1CCC(=O)N(Cc2ccc(Cl)cc2)C1 (centres undefined)
 : 4%	-7%	7%	0%	0%	-38	-11%
COC(=O)CNC(=O)COC(=O)/C=C/c1ccc(F)cc1
 : 6%	3%	-17%	-5%[11.4 µM]	4%	-10	-14%
Cc1ccc(NC(=O)c2cc(CC(C)C)nc3ccccc23)cc1
 : -24%	2%	8%	30%	0%	-70*	?
CC1(C)Cc2cccc(OCC(=O)N3CCN(c4ccc([N+](=O)[O-])cc4)CC3)c2O1
 : 6%	4%	-17%	27%	7%	-19	-3%
Cc1cc(NC(=O)CCN2C(=O)C3C4CCC(C4)C3C2=O)c(C)cc1Br (centres undefined)
 : 6%	-10%	0%	39%	1%	-107*	-4%
Cc1nc(N)nc(Nc2ccc(C#N)cc2)c1Br
 : -1%	-2%	24%	-8%	0%	-40	-7%
CCOC(=O)C1CCCN(C(=O)c2ccc3oc(CCc4ccccc4)nc3c2)C1 (centres undefined)
 : -18%	2%	16%	105%[activator]	3%	1	-2%
Cc1ccc(CN2CCN(c3ncccn3)CC2)c(C)c1
 : -21%	-4%	?	-3%	0%	-26	-18%
CCc1noc(C)c1C(=O)N1CCN(S(=O)(=O)c2ccc(Br)cc2Cl)CC1
 : -11%	.	-6%	87%[activator]	4%	-29	?
COc1cccc(N2CC(=O)Nc3c(oc4nc(-c5ccccc5)cc(C)c34)C2=O)c1
 : -8%	2%	2%	-22%	0%	-28	2%
Cn1cnc2c(ncn2C2OC(CO)C(O)C2O)c1=S (centres undefined)
 : .	.	16%	.	0%	6	.
Cc1cccc(C(=O)OCC(=O)Nc2c(C)n(C)n(-c3ccccc3)c2=O)c1
 : -18%	.	14%[11.6 µM]	-13%	5%	-27	-15%
C[C@@H]1CN([C@H](C)CO)C(=O)CCCn2nncc2CO[C@H]1CN(C)S(=O)(=O)c1cn(C)cn1
 : .	.	-1%	.	0%	7	.
COc1ccc(-c2ccc(C(C)=O)cc2)cc1[C@H]1[C@@H]2C=CCC[C@@]2(C)C(=O)N1Cc1ccccc1
 : -18%	1%	-8%	19%	0%	26	-7%
O=C(O)CC(NC(=O)OCc1ccccc1)c1ccc(Br)cc1 (centres undefined)
 : -2%	0%	7%	-21%	5%	70	0%

Copied from the list:
Cc1cc(NC(=O)C2C3C(=O)N(CC4CCCO4)C(C(=O)NCc4ccccc4)C34C=CC2(C)O4)no1 (centres undefined) | Sm TGR inh: -1%
COc1cccc(N2CC(=O)Nc3c(oc4nc(-c5ccccc5)cc(C)c34)C2=O)c1 | AmpC detergent: 2%
O=C(NCCc1cccnc1)C1CCC(=O)N(Cc2ccc(Cl)cc2)C1 (centres undefined) | HCMV antiviral: -38

More records
Results follow in this order: Sm TGR inh	LmPK inhibitor	AMA1 RON2 block	AmpC inh no detg	TbPYK inhibitor	HCMV antiviral	AmpC detergent
O=C(C[C@H]1C(=O)N(Cc2ccccc2)C[C@@H]1Cc1ccccc1)Nc1ccccc1
 : 6%	5%	-10%	27%	-2%	-16	10%
COc1ccc(C(=O)Cn2nnc(-c3cccs3)n2)cc1
 : 0%	3%	-1%	-11%	-9%	-39	2%
O=C(NCc1ccccn1)c1ccc(CNS(=O)(=O)c2ccc(F)cc2)cc1
 : -25%	0%	75%[activator]	-11%	-9%	?	-1%
CC(=O)c1ccc(NC(=O)CSCC(=O)Nc2ccc3ccccc3c2)cc1
 : -7%	2%	2%	-26%	-15%	-15	-1%
COC(=O)c1cccnc1-n1c(=O)c2cccnc2n(Cc2cccc(OC)c2)c1=O
 : 3%	3%	14%	48%	0%	46	-14%
O=C(c1ccc(S(=O)(=O)N2CCC(c3nc4ccccc4s3)CC2)cc1)N1CCOCC1
 : 0%	1%	7%	-17%	-1%	-21	-11%
COc1cccc(NC(=O)CSc2nc3ccccc3c(=O)n2CCCC(=O)N2CCCC2)c1
 : 6%	3%	0%	144%[activator]	-4%	-14	-13%
CC1NC(C)c2c(ccc3ccccc23)O1 (centres undefined)
 : .	.	54%[activator]	.	3%	9	.
COCCCNC(=O)CCC(=O)Nc1ccc2nc(N3CCOCC3)cc(C)c2c1
 : 7%	1%	4%	-1%	11%	33	-1%
COc1ccc(-c2nn(-c3ccccc3)cc2/C=C(\C#N)C(N)=O)cc1[N+](=O)[O-]
 : 0%	2%	-12%	2%	2%	30	0%
CC(Oc1ccccc1)C(=O)Nc1ccccc1C(=O)OCc1cc(=O)n2nc(C3CC3)sc2n1 (centres undefined)
 : -5%	.	.	.	0%	37	2%
Cc1ccccc1-c1cccc([C@@H]2C[C@H]3[C@H](CON3C)CN2C)c1
 : .	.	-1%	.	-1%	-24	.
COCCn1c(SCC(=O)N(C)C2CCS(=O)(=O)C2)nc2ccccc2c1=O (centres undefined)
 : .	2%	-3%	-3%	2%	-19	2%
O=C(Cc1cccs1)NNC(=S)NC(=O)c1ccc(F)c(F)c1
 : -15%	-1%	85%[activator]	-28%	-24%	61	-19%
CCc1ccc(N/C(N)=N/c2nc(CSc3ncccn3)cc(=O)[nH]2)cc1
 : 3%	5%	2%	-12%	3%	-21	-2%
CN1CCOc2cc(S(=O)(=O)Nc3ccc(F)cc3)ccc21
 : 8%	4%	-3%	-27%	-5%	-8	?
O=S(=O)(NCCS(=O)(=O)N1CCN(c2ccccc2)CC1)c1ccccc1
 : -13%&1%	-2%	15%	-12%	2%&-3%	11&-28	-11%&24%
Cc1ccc(C(=O)Nc2ccc(S(=O)(=O)N(Cc3ccccc3)c3ccccc3)cc2)cc1
 : -3%	.	.	.	-2%	-18	23%
COc1ccc(CC(NC(C)=O)C(=O)N2CCN(C(=O)Nc3cccc(Cl)c3)CC2)cc1OC (centres undefined)
 : 0%	2%	-2%	26%	4%	1	0%
Cc1ccc(NC(=O)c2cc([N+](=O)[O-])ccc2N2CCOCC2)cc1S(=O)(=O)N(C)C
 : 0%	3%	-2%	8%	-2%	-34	7%
CC(=O)C1=CCC(c2ccccc2)N(S(=O)(=O)c2ccccc2)C1 (centres undefined)
 : .	.	7%&-2%	.	-3%&0%	-22&-8	.
COc1ccc(CNC(=O)c2ccc3nc(CCc4ccccc4)oc3c2)cc1
 : 0%	.	.	.	1%	48	15%
COc1ccc2c(C)cc(SCC(=O)NC3CCCC3)nc2c1
 : .	.	32%[activator]	-29%	3%	-2	.
CCn1c(COc2ccc(C)cc2)nc2ccccc21
 : 13%	5%	-21%	-8%	-4%	?	5%
CCCCCn1c(C(C)NC(=O)c2ccccc2)nc2ccccc21 (centres undefined)
 : 8%	.	.	.	6%	-9	-4%
Cc1ccc(S(=O)(=O)c2nc(-c3ccccc3F)oc2N2CC(C)OC(C)C2)cc1 (centres undefined)
 : 20µM*	1%	-18%	52%	-4%	-20	-16%
O=C(Nc1ccccc1)NN1CC(=O)N(c2ccc(Cl)cc2)CC1=O
 : -17%	-6%	24%	-13%	-2%	7	8%
COc1ccccc1N(CCC#N)C(=O)CSc1ccc2c(c1)OCCO2
 : -8%	8%	-4%	26%	3%	1	-3%
Cc1ccc(CSCC(=O)N(C)CC(=O)Nc2ccc(C)cc2)cc1
 : -1%	.	0%	13%	-2%	-11	?
O=C1[C@H]2[C@@H](c3ccc(Cl)cc3)N3C(=O)N(c4cccc(Cl)c4)C(=O)[C@@]3(Cc3ccc(Cl)cc3)[C@H]2C(=O)N1C1CCCCC1
 : 2%	.	-10%	-23%	-3%	-4	3%
CCOC(=O)C1NC(=O)CC1c1ccccc1 (centres undefined)
 : 49%[activator]	-2%	-39%	-6%	3%	4	?
COc1ccc(CN2CCN(C3CCOCC3)CC2CCO)c(C)c1C (centres undefined)
 : -35%	5%	-3%	-7%	-1%	?	2%
CN1CCN(CCCNC(=O)c2ccc(/C=C3\Sc4ccccc4N(Cc4ccc(F)cc4)C3=O)cc2)CC1
 : 8%	1%	-16%	139%[activator]	-13%	-67*	13%
